# From PubChem
# Platelet DG rel: inhibitors of platelet dense granule secretion, primary screen, cell-based, MLPCN, human platelets; human platelet-rich plasma, SFLLRN dense granule ATP release, luminescence; inhibition, %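 (compounds screened at 7.5 µM in platelet-rich plasma)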; 300,000 compounds, 0.22% hits; AID 1663, 2009;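 active = mean replicate score, as percent of positive control, at or above 50; inconclusive = mean below 50 but at least one replicate at or above 50; inactive = mean and every replicate below 50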
# IEC-6 tox: cytotoxicity in IEC-6 intestinal epithelial cells, primary screen, cytotoxicity control for KLF5 inhibitor project, cell-based, luminescence. IEC-6 cytotoxicity, luminescence viability. inhibition, % at 5 µM. 290,000 compounds, 0.78% hits; in the data active = inhibition above about 22%;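 note: 0% = plate median of test compound wells and 100% = cytotoxic reference compound wells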
# HSP90 inh: HSP90 inhibitors, primary screen, cell lysate, luminescence | inhibition, % at 5.6 µM | Rabbit reticulocyte lysate, luciferase refolding luminescence, 3 h | AID 1789, 2009 | 290,000 compounds, 0.91% hits | Heat shock protein HSP 90 (rabbit reticulocyte lysate; luciferase refolding);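 active = inhibition above the screen-wide mean plus 3 SD, computed separately per campaign, cut at about 16% in these data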;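 note: 0% = DMSO wells and 100% = 60 µM geldanamycin wells; inhibitors lower the luminescence because luciferase stays unfolded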
# Dyrk1A ADPGlo: rat Dyrk1A kinase inhibitors, primary screen, biochemical, single point, plate reader; Dual specificity tyrosine-phosphorylation-regulated kinase 1A (Rattus norvegicus), Q63470; ADP-Glo luminescence, NFATc1 peptide; inhibition, % at 12.5 µM; 310,000 compounds, 0.43% hits; in the data active = inhibition above about 50%;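 note: plate controls were vehicle with enzyme for no effect and no enzyme for full effect; many of its hits are not listed in these tables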
# KLF5 inhibitor: KLF5 expression inhibitors, primary screen, DLD-1 cells, luminescence | inhibition, % at 5 µM | DLD-1 KLF5 promoter-luciferase reporter | 290,000 compounds, 0.23% hits;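 active = inhibition above a per-plate limit of that plate's mean compound inhibition plus 3 SD, cut at about 60% in these data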;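 note: 0% = DMSO wells and 100% = LY294002 at 200 µM; higher means less KLF5 promoter-driven luciferase light; inactives centre near -14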
# GSK3B inh: human GSK3beta kinase inhibitors, primary screen, biochemical, cell-free homogeneous, HTS | Glycogen synthase kinase-3 beta (Homo sapiens), P49841 | 300,000 compounds, 0.038% hits | activity score (negative = inhibition), % at 10 µM | GST-GSK3beta kinase, ADP-Glo luminescence, 60 min; stronger effect = lower value;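 active = more than half of replicate wells score below -50%, meaning over 50% inhibition versus plate controls; inconclusive = some replicates but at most half score below -50%; inactive = no replicate scores below -50%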;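 note: 0% = median DMSO wells and -100% = median GW8510 positive control wells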
# Target sequence (P49841 whole entry, looked up): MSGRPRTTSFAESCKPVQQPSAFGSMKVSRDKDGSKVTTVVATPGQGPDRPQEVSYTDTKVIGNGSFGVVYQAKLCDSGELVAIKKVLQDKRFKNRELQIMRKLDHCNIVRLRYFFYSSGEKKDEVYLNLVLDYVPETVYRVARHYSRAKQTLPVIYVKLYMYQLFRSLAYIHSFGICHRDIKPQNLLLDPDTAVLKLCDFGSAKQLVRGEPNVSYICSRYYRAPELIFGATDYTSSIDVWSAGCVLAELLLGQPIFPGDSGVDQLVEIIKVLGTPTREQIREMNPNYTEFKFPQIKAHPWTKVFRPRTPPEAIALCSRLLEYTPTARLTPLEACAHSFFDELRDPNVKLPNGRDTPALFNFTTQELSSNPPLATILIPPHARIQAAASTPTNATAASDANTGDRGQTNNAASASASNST
#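 test system = GST-tagged human GSK3beta kinase, cell-free | reagent = 25 µM ATP with peptide substrate | dosing = one dose of 10 µM per compound | schedule = 60 min reaction, RT | detection = luminescent ADP-Glo measurement of ADP formed | control set = DMSO neutral wells and GW8510 at 20 µM as positive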
# HSF1 inhib: HSF1 inhibitors in luciferase reporter cells, primary screen, cell-based, NIH3T3, luminescence | activity change, negative = inhibition, % at 7.5 µM (by protocol) | 300,000 compounds, 0.77% hits | NIH3T3-HGL HSE-luciferase, MG132-induced, luminescence 8 h; stronger effect = lower value;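 active = more than half of replicate wells show activity change below -50%, luminescence cut by over half; inconclusive = some wells, but at most half, below -50%; inactive = no replicate well below -50%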;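 note: luciferase reports HSF-1 transcriptional activity via heat shock element; 0% = median of DMSO wells and -100% = zero luminescence signal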
# GSK3A inh: blockers of GSK3A enzyme activity – biochemical, luminescence, cell-free homogeneous, HTS, primary screen; Glycogen synthase kinase-3 alpha (Homo sapiens), P49840; GSK-3 alpha kinase, ADP-Glo luminescence, 60 min; inhibition, % at 10 µM; 320,000 compounds, 0.1% hits;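 in the data active = inhibition above about 50%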;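 note: GST-tagged GSK-3 alpha with peptide substrate and 25 µM ATP; 0% = DMSO neutral wells and 100% = GW8510 positive control wells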
# Target sequence (P49840 whole entry, looked up): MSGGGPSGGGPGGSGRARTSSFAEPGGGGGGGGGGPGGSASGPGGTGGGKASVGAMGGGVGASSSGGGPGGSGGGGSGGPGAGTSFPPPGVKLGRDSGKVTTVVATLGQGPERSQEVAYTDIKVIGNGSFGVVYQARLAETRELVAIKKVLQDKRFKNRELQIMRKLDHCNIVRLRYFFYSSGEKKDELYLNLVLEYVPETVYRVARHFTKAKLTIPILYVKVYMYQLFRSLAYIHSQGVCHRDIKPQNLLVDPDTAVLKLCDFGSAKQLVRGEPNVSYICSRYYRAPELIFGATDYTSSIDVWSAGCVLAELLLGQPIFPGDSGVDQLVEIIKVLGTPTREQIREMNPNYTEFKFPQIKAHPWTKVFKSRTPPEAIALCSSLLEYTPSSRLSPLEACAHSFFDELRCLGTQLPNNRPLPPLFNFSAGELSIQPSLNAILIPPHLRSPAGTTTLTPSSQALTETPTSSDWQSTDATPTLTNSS
# aSyn UTR inh: MLPCN primary screen, SNCA 5' untranslated region. alpha-synuclein 5'UTR reporter, inhibitor activity. inhibition, % (tested at 7.5 µM). AID 1813, 2009. 300,000 compounds, 0.82% hits; in the data active = inhibition above about 60%; inconclusive = no clear call, values can overlap the other calls;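 note: H4 neuroglioblastoma cells stably carrying SNCA 5'UTR luciferase fusion; 0% = DMSO wells and 100% = positive control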
# HSF-1 act: HSF-1 activators, primary screen, NIH3T3-HGL cells, MG132 stress, luminescence, single point; NIH3T3-HGL HSF-1 luciferase reporter, 8 h; 100% = twice DMSO control signal; activation, % at 9 µM; 300,000 compounds, 1.7% hits; AID 504408, 2011;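 active = mean replicate activation of at least 50% with a set share of replicates each reaching 50%; inconclusive = only one of those two conditions met; inactive = mean below 50% and too few replicates reaching it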;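 note: 0% = median of the neutral control wells and 100% = twice that signal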
# * = called active by the depositor; ? = inconclusive; / = no result given. Not all compounds are listed; the hit share may differ from the screen's.
SMILES,Platelet DG rel,IEC-6 tox,HSP90 inh,Dyrk1A ADPGlo,KLF5 inhibitor,GSK3B inh,HSF1 inhib,GSK3A inh,aSyn UTR inh,HSF-1 act
Cc1oc2c(c1C(=O)Nc1cccc3ccccc13)CCCC2,-1,6,4,0,-43,0,4,-38,-1,21
COc1ccccc1C(=O)O/N=C(\N)c1ccccc1Cl,2,-6,-7,5,-96,-2,24,2,-139,70*
Cc1cc(C)nc(Nc2ccc(C(=O)O)cc2)n1,-6,0,-3,/,-63,-2,1,-1,-157,22
Cc1cc(OCC(=O)NCC(O)c2ccccc2)c2c(C)c(C)c(=O)oc2c1 (stereo not drawn),-1,6,1,12,-24,3,-2,3,-3,13
CCOc1cccc(C(=O)Nc2ccc(N3CCCC3)cc2)c1,-1,2,9,-7,6,0,4,-1,-66,-17
CCOc1cc2c(cc1OCC)C(C(=O)O)C(c1cc(Br)c(O)c(OC)c1)N(C)C2=O (stereo not drawn),/,-1,-1,-4,-13,/,/,-2,/,/
CC(=O)Cc1nsc(NC(=O)c2cccs2)n1,-9,-1,0,-5,-26,-5,-4,-2,-67,-31
O=C(/C=C/c1ccc(N2CCC(c3ccccc3)=N2)cc1)c1ccccc1,11,4,1,/,-30,1,11,-2,-67,?
COc1ccc(N(CC(=O)NC2CCCC2)C(=O)CCC(=O)Nc2nc(C)cs2)cc1OC,4,-2,0,-3,8,/,-7,-3,7,-1
COC(=O)c1c(C)[nH]c(C(=O)N2CCN(c3ccc(OC)cc3)CC2)c1C,-4,-1,1,/,-34,4,7,0,-43,30
CCOCCCNC(=O)N1CCOCC1,5,-3,1,0,-7,1,-13,0,-19,-24
Cc1onc(-c2c(Cl)cccc2Cl)c1C(=O)NCCCN1CCOCC1,-2,-1,3,-5,-69,-2,-6,3,11,8
COc1ccc(NC(=O)N2CCCC(C(=O)Nc3cccc(C)c3C)C2)cc1 (stereo not drawn),1,-7,-3,-3,-7,0,-5,2,15,-1
O=C(CN(c1cccc(Cl)c1)S(=O)(=O)c1ccc(Cl)cc1)N1CCc2ccccc2C1,-15,-1,2,-2,-22,3,15,1,-27,34
Cc1ccc(S(=O)(=O)NCC(=O)OC(C)C(=O)c2ccccc2)cc1 (stereo not drawn),-2,/,/,11,/,2,-3,-4,-2,21
COCCNC(=O)C/C(C)=N/NC(=O)C(=O)NC1CCCCC1,-3,3,-4,-3,-7,3,6,-1,-25,33
Cn1nc2sc3ccccc3n2c(=O)c1=O,12,-1,-2,/,0,1,3,-4,1,-3
Cc1cccc([C@@H]2[C@@H]3C(=O)N(Cc4ccccc4)C(=O)[C@@H]3[C@]3(Cc4ccccc4)C(=O)N(c4cccc(Cl)c4)C(=O)N23)c1,-6,/,/,-1,/,-2,1,0,-13,-4
NC(=O)COc1ccc2c3c(c(=O)oc2c1)CCCCC3,27,4,0,-1,1,2,-1,0,30,-1
COc1ccccc1C(=O)N/C(=N/c1nc(C)cc(C)n1)Nc1ccccc1,7,1,-2,/,-24,4,27,-3,-15,49
CC(=O)[C@@]1(O)CC[C@H]2[C@@H]3C[C@H](C)C4=CC(=O)CC[C@]4(C)[C@H]3CC[C@@]21C,-1,6,-2,-2,-11,-2,-9,-4,-31,-13
COc1ccccc1OCCN(C#N)c1nc(N(C)C)nc(N(C)C)n1,2,0,0,-1,-31,1,0,1,11,7
CN1C(=O)c2oc3ccccc3c(=O)c2C1c1ccncc1 (stereo not drawn),1,/,/,-8,/,4,5,/,17,12
COc1ccc(NC(C)=O)cc1NC(=O)CCn1c(=O)sc2ccccc21,0,2,2,1,-33,-2,-11,0,6,-29
O=c1c2ccccc2nc(COc2ccccc2)n1/N=C/c1ccc(O)c(O)c1,5,-1,0,20,-27,2,10,-4,9,9

# Another view of some results above.
compound	Platelet DG rel	IEC-6 tox	HSP90 inh	Dyrk1A ADPGlo	KLF5 inhibitor	GSK3B inh	HSF1 inhib	GSK3A inh	aSyn UTR inh	HSF-1 act
Cc1cc(C)nc(Nc2ccc(C(=O)O)cc2)n1	-6	0	-3	/	-63	-2	1	-1	-157	22
Cc1cc(OCC(=O)NCC(O)c2ccccc2)c2c(C)c(C)c(=O)oc2c1 (stereo not drawn)	-1	6	1	12	-24	3	-2	3	-3	13
CCOc1cccc(C(=O)Nc2ccc(N3CCCC3)cc2)c1	-1	2	9	-7	6	0	4	-1	-66	-17
CCOc1cc2c(cc1OCC)C(C(=O)O)C(c1cc(Br)c(O)c(OC)c1)N(C)C2=O (stereo not drawn)	/	-1	-1	-4	-13	/	/	-2	/	/

# (continued)
SMILES,Platelet DG rel,IEC-6 tox,HSP90 inh,Dyrk1A ADPGlo,KLF5 inhibitor,GSK3B inh,HSF1 inhib,GSK3A inh,aSyn UTR inh,HSF-1 act
COc1ccc(NC(=O)CSc2nnc(-c3ccncc3)o2)c(OC)c1,36,/,/,-1,/,-5,-3,-4,-12,10
CC1(C)c2ccccc2N2CC(=O)NC21/C=C/c1ccco1 (stereo not drawn),0,0,-1,-7,-19,0,10,/,-26,9
O=c1[nH]c(CSc2ncn[nH]2)nc2ccccc12,-2,-3,2,12,-4,0,-6,0,-7,4
Cc1nnc(SCc2cccc(Oc3ccccc3)c2)n1N,-5,-1,2,-5,-13,-1,/,-3,/,/
O=c1c2c3c(sc2ncn1Cc1ccc(F)cc1)CCC3,/,-3,5,6,-18,-1,6,-1,-1,15
COC(=O)c1[nH]c2cc(OC)ccc2c1N=CN(C)C,-1,10,1,19,-1,-2,1,2,5,7
COc1ccc(S(=O)(=O)NCC2CCCN(C(=O)c3cccnc3C)C2)cc1 (stereo not drawn),0,-2,0,-3,-16,2,-41,0,-10,-54
C=CCc1cccc(OC)c1OCCOCCn1ccnc1,0,6,-7,-3,8,0,-2,0,16,-8
COc1cccc(CNC(=O)c2c[nH]n3c(=O)c(Cl)c(C)nc23)c1,-13,-5,-1,6,1,8,-3,5,6,-4
CCCCN(C(=O)COc1ccc(C)cc1OC)c1c(N)n(CCC)c(=O)[nH]c1=O,14,3,5,-2,-6,1,-69*,-2,-3,-77
CCC1C(=O)NCCN1C(=O)c1ccc2nc(Cc3cccc(Cl)c3)oc2c1 (stereo not drawn),-1,3,-1,-1,-9,-1,-12,-1,7,4
Cc1cc(C)c2cc(C#N)c(N3CCCN(C(=S)NCCCN(C)C)CC3)nc2c1,6,12,5,2,-15,-2,6,9,96*,6
COc1ccccc1CNC(=O)CSc1ccc(-c2cccs2)nn1,-5,2,5,/,8,2,-2,4,-11,6
Cc1ccc(N2C(=O)NC(NS(=O)(=O)c3ccccc3)(C(F)(F)F)C2=O)cc1C (stereo not drawn),12,-2,-5,/,-16,1,-1,-5,-15,0
COc1ccc(-c2cn[nH]c2N)cc1,-130,-4,5,40,-41,0,-1,8,-29,12
CCCNC(=O)c1ccc(Cl)c(Cl)c1,4,-7,-9,-2,-13,0,1,0,6,9
COc1ccccc1CNC(=O)COC(=O)c1ccc(-n2cnnn2)cc1,7,/,/,4,/,-19,-2,-3,-8,-17
Cc1ccc(S(=O)(=O)N2CCC(=O)N(CCOCc3ccc(C(F)(F)F)cc3)CC2)cc1,1,1,-1,-4,9,2,8,-5,-11,3
Cc1cccnc1Nc1nc(-c2ccccn2)cs1,21,84*,10,-5,11,1,218,0,51,350*
OCCC1CN(Cc2nc3c(s2)CCCC3)CCN1Cc1ccsc1 (stereo not drawn),-5,5,5,-1,-23,3,-7,1,-8,11
CCOC(=O)C(C(C)=O)c1c(Br)c(O)c(O)c2c(C(=O)c3ccc(C)cc3)coc12 (stereo not drawn),2,-4,3,6,-25,1,5,-6,-32,7
COc1ccc(Cc2nc3ccc(C(=O)NCCn4ccnc4C)cc3o2)cc1OC,-6,-2,2,-4,-6,-4,-4,-1,-11,-7
N#Cc1cc2c(=O)n3ccccc3nc2n(CCCN2CCOCC2)c1=O,-5,-7,0,-2,-14,1,-3,13,-27,1
COc1ccccc1N(CN1C(=O)c2ccccc2C1=O)C(=O)c1cccnc1,2,4,0,9,-12,-1,/,-2,/,/
N#Cc1ccc(C(c2nnnn2C2CCCC2)N2CCC(Cc3ccccc3)CC2)cc1 (stereo not drawn),-2,6,6,2,-12,0,3,-1,22,1
CN(C)C(=O)c1ccc(Nc2nc(-c3cccs3)nc3ccccc23)cc1,7,14,-1,-2,-2,-2,3,1,3,18
CC(=O)N1CCN(C2=NC(=O)/C(=C\c3cccs3)S2)CC1,12,2,-3,7,-13,-3,5,1,7,15
Cc1cccc(NC(=O)CSCC(=O)N2CCN(Cc3ccc4c(c3)OCO4)CC2)c1,3,/,/,6,/,0,0,1,9,1
CC1(C)CC(NC(=O)c2cc(S(=O)(=O)N3CCCCC3)ccc2Cl)CC(C)(C)N1,1,-1,-2,1,2,-1,-6,-4,3,-12
O=C(CSC1=NCCS1)N1CCc2ccccc21,-2,-2,5,1,-128,-2,25,-6,-198,45

# Grouped by structure: the entries above containing an aryl thioether with sulfur outside any ring (four)
SMILES,Platelet DG rel,IEC-6 tox,HSP90 inh,Dyrk1A ADPGlo,KLF5 inhibitor,GSK3B inh,HSF1 inhib,GSK3A inh,aSyn UTR inh,HSF-1 act
COc1ccc(NC(=O)CSc2nnc(-c3ccncc3)o2)c(OC)c1,36,/,/,-1,/,-5,-3,-4,-12,10
O=c1[nH]c(CSc2ncn[nH]2)nc2ccccc12,-2,-3,2,12,-4,0,-6,0,-7,4
Cc1nnc(SCc2cccc(Oc3ccccc3)c2)n1N,-5,-1,2,-5,-13,-1,/,-3,/,/
COc1ccccc1CNC(=O)CSc1ccc(-c2cccs2)nn1,-5,2,5,/,8,2,-2,4,-11,6
